MBD2 inh – blocks human MBD2 binding to methylated DNA | Q9UBB5 | TR-FRET, MBD2 binding to methylated oligonucleotide | inhibition, % at 4.4 µM | 370,000 compounds, 0.31% hits; in the data active means inhibition above about 13%
DAX1 inh-1 – inhibits human nuclear receptor DAX1; HEK293 Gal4-DAX1 luciferase reporter, luminescence; AID 504766; inhibition, % at 6.75 µM; 340,000 compounds, 0.99% hits;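 active means inhibition above the mean over all tested compounds plus 3 SD, cut at about 4.2% in these data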;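 further: 0% = DAX1-transfected cells with DMSO and 100% = empty-vector control cells with DMSO; inhibition shows as a rise in luminescence from relieved DAX1 repression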
hcDAF-12 act – H. contortus DAF-12 activation, primary screen; HEK293 hcDAF-12 lit1-tk-luc reporter, luminescence; 0% DMSO, 100% Δ7-dafachronic acid; activation, % at 6.8 µM; 370,000 compounds, 1.4% hits;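 active means activation above the mean of all tested compounds plus 3 SD, cut at about 5.5% in these data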;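 further: 100% = response to 3 µM Δ7-dafachronic acid high control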
DAX1 inh-2 – blocks DAX1 repression of SF-1 activated StAR promoter; HEK293T StAR-luciferase reporter, SF-1/DAX-1 repression relief; inhibition, % at 6.8 µM; 370,000 compounds, 1.1% hits; AID 652010;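 active means inhibition above the mean over all tested compounds plus 3 SD, cut at about 3.6% in these data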;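 further: 0% = DAX-1 cells with DMSO and 100% = cells lacking DAX-1 with DMSO; higher inhibition means more luminescence from relief of DAX-1 repression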
PLC-gamma1 inh – PLC-gamma1 (human) inhibition, primary screen | inhibition, % at 12.2 µM | 370,000 compounds, 0.84% hits | AID 720700 | purified PLC-gamma1, fluorogenic substrate, fluorescence | P19174; in the data active means inhibition above about 9.5%
Target sequence (P19174 whole entry, looked up): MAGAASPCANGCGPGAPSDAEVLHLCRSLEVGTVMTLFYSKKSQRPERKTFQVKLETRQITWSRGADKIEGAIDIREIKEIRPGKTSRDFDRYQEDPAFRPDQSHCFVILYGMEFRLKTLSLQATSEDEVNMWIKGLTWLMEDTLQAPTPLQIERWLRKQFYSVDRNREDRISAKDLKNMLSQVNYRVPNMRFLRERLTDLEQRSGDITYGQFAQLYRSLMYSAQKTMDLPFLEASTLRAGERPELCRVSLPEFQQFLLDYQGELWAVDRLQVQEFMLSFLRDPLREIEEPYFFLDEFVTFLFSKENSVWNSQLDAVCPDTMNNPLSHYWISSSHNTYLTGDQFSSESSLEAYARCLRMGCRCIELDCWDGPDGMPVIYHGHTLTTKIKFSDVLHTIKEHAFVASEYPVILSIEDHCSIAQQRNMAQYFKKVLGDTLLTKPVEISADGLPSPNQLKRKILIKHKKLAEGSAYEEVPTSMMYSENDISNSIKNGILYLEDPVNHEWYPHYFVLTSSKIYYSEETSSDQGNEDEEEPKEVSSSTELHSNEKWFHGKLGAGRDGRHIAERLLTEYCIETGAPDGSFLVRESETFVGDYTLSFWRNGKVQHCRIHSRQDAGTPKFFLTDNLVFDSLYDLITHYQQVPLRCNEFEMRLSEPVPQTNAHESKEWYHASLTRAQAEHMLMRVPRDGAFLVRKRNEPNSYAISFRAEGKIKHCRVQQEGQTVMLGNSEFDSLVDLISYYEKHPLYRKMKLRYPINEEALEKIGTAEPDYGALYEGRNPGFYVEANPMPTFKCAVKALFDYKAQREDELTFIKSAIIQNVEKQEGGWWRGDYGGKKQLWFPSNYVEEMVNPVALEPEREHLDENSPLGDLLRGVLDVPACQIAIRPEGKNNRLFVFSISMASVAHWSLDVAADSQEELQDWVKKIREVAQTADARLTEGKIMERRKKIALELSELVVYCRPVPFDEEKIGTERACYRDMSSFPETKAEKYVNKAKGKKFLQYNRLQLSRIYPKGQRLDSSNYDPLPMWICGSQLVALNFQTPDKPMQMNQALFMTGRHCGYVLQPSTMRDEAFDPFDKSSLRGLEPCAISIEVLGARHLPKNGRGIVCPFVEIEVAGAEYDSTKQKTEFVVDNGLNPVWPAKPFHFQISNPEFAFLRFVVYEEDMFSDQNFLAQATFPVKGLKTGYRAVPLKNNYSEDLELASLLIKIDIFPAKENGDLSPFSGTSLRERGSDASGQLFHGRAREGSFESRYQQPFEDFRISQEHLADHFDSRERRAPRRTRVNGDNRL
ADAM17 inh – inhibitors of human ADAM17; inhibition, % at 6.95 µM; recombinant ADAM17, EDANS/DABCYL FRET peptide cleavage; P78536; 370,000 compounds, 0.83% hits;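 active means inhibition above the mean of compounds lying between control limits plus 3 SD, set per campaign, cut at about 8.5% in these data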;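 further: 0% = DMSO-only wells as the low control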
ssDAF-12 act – activates DAF-12 receptor from parasite S. stercoralis; activation, % at 6.8 µM; 370,000 compounds, 1% hits; HEK293 ssDAF-12/GRIP1 lit1-tk-luc reporter, luminescence; % of 3 µM dafachronic acid response;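 active means activation above the mean over all tested compounds plus 3 SD, cut at about 0.9% in these data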;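 further: 0% = DMSO-only wells and 100% = 3 µM delta7-dafachronic acid wells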
NR1D1 modulator – modulators of human Rev-erb alpha DNA binding | P20393 | Rev-erbα–FITC-DNA binding, fluorescence polarization, 90 min | activity, % at 10 µM | 370,000 compounds, 0.79% hits | AID 1259318;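 active means activity above about 14%, limit read from the data; passing the limit was not always enough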;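 further: 0% = DMSO wells with 35 nM protein and 100% = DMSO wells with 750 nM protein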
SMARCA2 activ – SMARCA2 function activation, primary screen. activation, % at 9.1 µM. MG213 cells, MMTV-luciferase reporter, dexamethasone, overnight. 370,000 compounds, 1% hits; in the data active means activation above about 7.8%;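 further: 0% = vehicle wells and 100% = reference activator wells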
PLC-beta3 inh – inhibitors of human phospholipase C beta3. Q01970. Purified PLC-beta3, fluorogenic substrate, fluorescence. inhibition, % at 12.2 µM. 370,000 compounds, 0.18% hits; in the data active means inhibition above about 11%;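 further: 0% = median of compound wells on plate and 100% = full blocker control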
hgDAF12 agonist – agonists of H. glycines DAF-12 nuclear receptor; HEK293 GAL4-hgDAF12 UAS-luciferase reporter, agonist luminescence; normalized to butyrate control; activation, % at 6.8 µM; 370,000 compounds, 1.8% hits;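 active means activation above a cutoff set at the mean of all screened compounds plus 3 SD, cut at about 10% in these data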;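 further: 0% = DMSO wells and 100% = sodium butyrate wells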
An asterisk follows results filed as active; nt = not tested or not shown.

SMILES	MBD2 inh	DAX1 inh-1	hcDAF-12 act	DAX1 inh-2	PLC-gamma1 inh	ADAM17 inh	ssDAF-12 act	NR1D1 modulator	SMARCA2 activ	PLC-beta3 inh	hgDAF12 agonist
Cc1cc(C)cc(Oc2c(C(F)(F)F)oc3cc(OCC(=O)O)ccc3c2=O)c1	1	-0.8	0.2	-0.3	1	-4	-0.7	1	-2	-72	2.3
O=C(c1ccco1)N1CCN(S(=O)(=O)c2ccc(S(=O)(=O)NC3CC3)cc2)CC1	-6	-1.0	-1.3	-0.7	5	8	-1.1	2	-5	7	0.3
COc1cc(C(=O)COC(=O)C2CCN(c3ccc(C(F)(F)F)cn3)CC2)ccc1OC(F)F	1	1.6	1.3	-1.1	-1	3	-1.3	6	0	-4	0.4
COc1ccc(C2=C/C(=C\c3cccc(OC(C)=O)c3)C(=O)O2)cc1	3	-1.6	2.9	0.4	-44	-23	0.8	0	-2	-47	0.6
CC(=O)c1ccc(NC(=O)CC2S/C(=N/N=C3CCCCCC3)NC2=O)cc1 (stereo unspecified)	2	0.7	-1.9	0.2	-12	-3	-0.8	-2	-2	-25	2.3
CCCCCC1CC(CC(=O)Nc2ccc([N+](=O)[O-])cc2)OC1=O (stereo unspecified)	1	0.6	-1.9	0.2	-2	-3	-1.7	6	-5	-8	-2.9
O=C(C1=C[C@H](c2ccc3c(c2)OCO3)C[C@H](OCCCCO)O1)N1CCOCC1	5	0.2	-0.4	0.0	-29	-11	-1.0	-7	0	-34	0.3
Cc1ccccc1NC(=S)N(C)CCc1ccccn1	-1	-0.1	-0.5	-0.2	1	-3	-1.4	2	2	4	-1.1
COc1ccc(CNC(=O)C[C@H]2C[C@H](C(=O)N3CCCCC3)[C@@]3(CCc4ccccc4)c4[nH]c5ccc(Cl)cc5c4CCN3C2=O)cc1OC	-1	0.9	-0.1	1.2	1	-2	-0.5	-1	-5	6	-2.7
CCOC(=O)c1nnn2c1nc(Nc1cccc(C(F)(F)F)c1)c1ccccc12	-1	nt	-1.9	0.8	0	0	-2.6	49*	6	-19	-1.4
Nc1cnc(Br)cc1Br	2	0.5	-0.3	-0.2	8	1	-1.0	3	2	-3	3.3
Cc1cc(C(=O)CCC(=O)NCc2ccccc2F)c(C)s1	5	0.1	-1.0	0.4	2	-12	-0.5	4	0	-9	0.6
Cn1c(-c2ccccc2)cnc1NCc1ccc(-c2ccccc2)cc1	0	0.4	0.6	-0.2	1	2	-1.5	2	-2	-14	1.1
COc1cccc(-n2c(SCC(N)=O)nnc2-c2c[nH]c3ccccc23)c1	7	1.0	0.8	1.7	9	-5	-0.9	7	-1	1	6.5
CC(=O)c1ccc(S(=O)(=O)N2CCN(CC(=O)Nc3ccccc3C(=O)NC3CC3)CC2)cc1	3	0.1	-1.5	-0.2	1	-4	-1.6	2	-4	-10	1.3
CCCC(=O)OCCNc1cc(SCCC(=O)OC)c2nonc2c1[N+](=O)[O-]	-4	-0.5	-1.1	-0.5	-3	-1	-1.3	3	-3	1	1.0
Cc1cc(NC(=O)Cc2ccccc2)c2ccccc2n1	-3	-5.8	-4.2	-3.3	6	1	-2.7	5	-6	3	-7.1
O=C(C[C@@H]1CC[C@H](NC(=O)Cc2ccccn2)[C@@H](CO)O1)NCCc1ccccc1	-1	nt	-0.7	1.9	-1	-6	-0.6	2	-3	-1	2.4
Cc1cc(S(=O)(=O)N2CCN(Cc3ccc4c(c3)OCO4)CC2)cc(C)c1N1CCCC1=O	-4	1.5	-1.9	-0.5	2	2	-1.6	-1	-4	1	-3.6
CC[C@H](C)[C@@H](C(=O)NCCCCCCCCCCC(=O)N1CCNCC1)n1cc(CCCCN=C(N)N)nn1	-2	2.4	0.7	0.7	2	-4	-1.1	0	0	2	0.6
COC(=O)CSc1nc(N)c(NC(=O)c2ccc(OC)c(OC)c2)c(=O)[nH]1	0	1.4	1.6	0.9	0	-4	-0.9	1	-1	4	0.7
Cc1cccc(C(=O)OCC(=O)c2ccc3c(c2)OCCO3)c1O	0	0.0	0.9	0.6	1	2	-0.7	7	5	-8	4.7
CC(=O)Nc1cccc(-c2cc(NC(C)=O)c3ncc(-c4ccc(F)cc4)n3c2)c1	-4	nt	-6.5	-6.3	-59	-31	-3.3	-6	-5	-84	-14
COC(=O)c1c(C)[nH]c(C(=O)OC(C)C(=O)NC2CCCCC2C)c1C (stereo unspecified)	7	-0.4	-1.7	-0.1	-17	-4	-0.9	4	-5	-24	-0.9
COc1ccccc1NC(=O)Nc1c(C)nn(C)c1C	-1	-0.9	-0.7	-0.6	2	1	-1.2	-7	5	-3	0.8

Brought forward from above: three compounds, then new ones.
SMILES	MBD2 inh	DAX1 inh-1	hcDAF-12 act	DAX1 inh-2	PLC-gamma1 inh	ADAM17 inh	ssDAF-12 act	NR1D1 modulator	SMARCA2 activ	PLC-beta3 inh	hgDAF12 agonist
CC(=O)Nc1cccc(-c2cc(NC(C)=O)c3ncc(-c4ccc(F)cc4)n3c2)c1	-4	nt	-6.5	-6.3	-59	-31	-3.3	-6	-5	-84	-14
COC(=O)c1c(C)[nH]c(C(=O)OC(C)C(=O)NC2CCCCC2C)c1C (stereo unspecified)	7	-0.4	-1.7	-0.1	-17	-4	-0.9	4	-5	-24	-0.9
COc1ccccc1NC(=O)Nc1c(C)nn(C)c1C	-1	-0.9	-0.7	-0.6	2	1	-1.2	-7	5	-3	0.8
COc1ccc2[nH]c3nc(SCc4nnc(-c5ccccc5)o4)nnc3c2c1	-6	-2.1	-1.0	-0.9	6	2	-0.8	-13	-3	-1	-2.1
O=[N+]([O-])c1ccc(-c2csc(COc3ccccc3)n2)cc1	-6	1.5	1.2	-1.1	2	-8	-1.4	2	-4	-2	-1.0
CC(C)(C)c1ccc(C(=O)NN2C(=O)CSC2=S)cc1	4	1.7	-0.6	1.4	-14	-3	-1.8	-3	-5	-28	0.7
O=[N+]([O-])c1ccc(/C=N/NC(=S)Nc2ccccc2C(F)(F)F)o1	-3	4.2*	0.3	-1.2	-2	-2	-0.6	6	-1	-3	-0.8
O=C(CN1c2ccccc2Sc2ccccc21)NNC(=S)Nc1ccc(Cl)cc1Cl	-3	-0.8	0.3	-0.3	-3	1	-0.8	1	-1	0	0.1
CCCS(=O)(=O)NC(=O)C1(C)CCCN(C(=O)Cc2ccc3ccccc3c2)C1 (stereo unspecified)	-3	nt	1.5	1.1	1	3	-1.1	2	0	-1	-0.9
Nc1nc(Nc2ccc(Cl)cc2)nc(NCc2ccco2)c1[N+](=O)[O-]	2	1.5	0.8	-0.2	3	6	-1.4	5	4	-7	5.7
C[C@H](CO)N1C[C@H](C)[C@@H](CN(C)C(=O)Nc2ccc3c(c2)OCO3)Oc2c(NC(=O)C3CCCCC3)cccc2C1=O	5	1.4	-1.2	0.1	1	-7	-1.4	1	-1	-4	-0.1
O=C(CCCN1C(=O)NC2(CCCC2)C1=O)NCc1ccccc1	-2	0.5	-0.8	2.9	-2	-2	-1.0	-4	-1	-4	-0.8
O=C(Cc1cccs1)NCc1ccncc1	4	-0.1	-1.3	-0.3	0	-4	-1.4	-1	0	2	0.3
COc1ccc(-c2cc(-c3ccccc3)nc(NN)n2)cc1OC	1	0.7	-0.9	-0.5	-162	-17	-1.0	0	-2	-220	-2.2
CCOC(=O)C(C)c1ccc2cc(OC)ccc2c1 (stereo unspecified)	-4	1.6	0.3	0.0	0	-1	-1.3	-2	-3	0	3.9
CC(C)CN(C(=O)CCCc1nc2ccccc2c(=O)[nH]1)c1c(N)n(Cc2ccccc2)c(=O)[nH]c1=O	0	1.1	-0.3	0.3	-2	-2	-1.6	13	-1	0	3.0
CC1(C(=O)NCc2cccnc2)CCN1C(=O)c1cccc(F)c1 (stereo unspecified)	4	nt	-0.3	-1.1	1	-1	-1.1	1	-3	3	0.4
C/C(=N/NC(=O)Cc1cccs1)c1cccc([N+](=O)[O-])c1	-6	nt	-1.3	-1.1	-5	-1	-1.0	0	6	-1	-0.2
Cc1noc(C)c1NC(=O)Nc1ccc2c(c1)C(=O)N([C@H](C)CO)C[C@H](C)[C@@H](CN(C)C(=O)Nc1c(C)noc1C)O2	-1	0.5	1.1	-0.2	1	-1	-1.1	-4	3	0	0.9
COc1cccc(OC)c1OCCCOc1c(OC)cccc1OC	1	-0.7	-2.1	0.1	-5	-3	-0.7	6	0	-3	0.0
COc1ccc(CCC(C)NCC(C)c2ccccc2)cc1 (stereo unspecified)	5	-0.2	-0.9	0.0	1	-4	-1.2	4	-1	-5	-3.1
COc1cc(C(=S)N2CCOCC2)ccc1OC(=O)c1ccc(Br)cc1	2	0.8	-0.2	-0.9	4	4	-1.3	-2	-3	-3	-1.4
Cc1cc(C(=O)COC(=O)CNS(=O)(=O)c2ccc3ccccc3c2)c(C)n1-c1ccccc1	-1	-0.8	2.0	0.2	-2	7	-0.9	-3	0	-4	0.5
O=C(CN1CCC(NC(=O)Nc2ccc(F)cc2)CC1)Nc1ccccc1[N+](=O)[O-]	-3	0.9	2.6	-0.7	4	3	-0.5	-1	0	-2	1.0
Nc1cccc(OCCCCCOc2cccc(N)c2)c1	1	-0.2	0.1	-2.7	-1	0	-0.9	5	2	-2	1.2
COc1ccc(S(=O)(=O)CC(=O)Nc2ccccc2Cl)cc1	6	-0.2	-0.7	0.4	-1	-3	-1.6	5	1	1	2.2
CSc1nnc2sc3cc(C)ccc3n12	-2	1.3	9.6*	-0.6	-1	-3	0.1	5	2	-3	7.2
COC(=O)c1cc(OC)c(OC)cc1NC(=O)CSc1ccc(C)cc1	3	0.2	-0.5	1.3	1	-3	-1.3	-2	-2	-4	0.5

New compounds follow
SMILES	MBD2 inh	DAX1 inh-1	hcDAF-12 act	DAX1 inh-2	PLC-gamma1 inh	ADAM17 inh	ssDAF-12 act	NR1D1 modulator	SMARCA2 activ	PLC-beta3 inh	hgDAF12 agonist
Cc1nc(SCc2ccc([N+](=O)[O-])cc2)n[nH]1	5	-0.1	1.7	0.3	2	-3	-0.3	4	-2	-7	3.2
CC(=C1C(=O)c2ccccc2C1=O)N1CCc2ccccc2C1	-3	0.5	5.7*	0.7	1	3	-0.7	-3	7.9*	-2	3.5
CN=c1scc(-c2ccc(F)cc2)n1/N=C/c1ccc(O)c(O)c1	1	-0.6	6.3*	0.8	-34	-3	-0.8	-4	-4	-38	-0.5
Cn1cnnc1SCC(=O)c1cccc([N+](=O)[O-])c1	-2	-0.9	1.5	-0.7	5	8.7*	-0.6	-4	-4	9	1.0
O=C(/C=C/c1ccc(Cl)cc1)N1CCN(c2ccccn2)CC1	4	-0.6	0.6	0.2	1	-2	-1.0	-1	1	1	0.8
CC(C)(C)NCC(O)COc1c(F)cc(Br)cc1F (stereo unspecified)	0	-0.2	-1.4	-0.2	-2	-4	-1.6	-2	-3	0	-2.3
CCOc1ccc(NC(=O)CSc2nc(-c3cccs3)cc(C(F)(F)F)n2)c([N+](=O)[O-])c1	-1	-0.3	2.2	0.3	8	3	-0.8	-3	-3	8	-1.3
O=C(c1cccc(S(=O)(=O)N2CCc3ccccc3C2)c1)N1CCN(c2ccccc2)CC1	5	-0.8	-4.5	-1.0	1	4	-1.1	4	2	-1	-0.1
COc1ccc(C2=CSC3=NCCN23)cc1[N+](=O)[O-]	1	-0.8	0.9	-0.6	-23	-2	-1.3	4	0	-2	1.4
CC1C(=O)NN=C1c1ccc([N+](=O)[O-])cc1 (stereo unspecified)	2	0.2	-0.8	-0.4	0	1	-0.5	-3	-4	1	0.3

From PubChem
